# ERK EGF block = qHTS Assay for Inhibitors of the ERK Signaling Pathway using a Homogeneous Screening Assay; Stimulation with EGF; 0.41% of 130,000 active; Potency, µM (series often up to 11.5 µM), for inactives: at the top dose activity change, negative = inhibition, most hits filed as inhibitors; HEK293-V1b, EGF-stimulated phospho-ERK AlphaScreen; active = well fitted inhibition curve with a large enough effect; inconclusive = small, poorly fitted or top-dose-only effect, or effect the other way;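 also: plate controls were stimulated vehicle wells for no effect and unstimulated vehicle basal for full effect; nearly all actives have a fitted effect of over 55% in size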
#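 After overnight plating in 1% FBS, HEK293-V1b cells received test compound for half an hour, then a 5 min pulse of EGF (25 nM); ERK phosphorylation in lysates was read by bead-based AlphaScreen.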
# The depositor's hits bear a star; ? = inconclusive; & = joins results of further samples; [ ] = another dose, or the depositor's remark. Potency is read from the fitted curve at half-maximal effect. These rows are one share of the data (hit frequency here may not be typical).
# Start of the data: the first 2 records (preview)
Molecule | ERK EGF block
CN1CCN(S(=O)(=O)c2ccc(NC(=S)NC(=O)C3CCC3)cc2)CC1 | 2%
CC(=O)c1cn(Cc2ccccc2)c(=O)n(Cc2ccc(F)cc2)c1=O | -3%

# Main list, repeating the preview:
Molecule | ERK EGF block
CN1CCN(S(=O)(=O)c2ccc(NC(=S)NC(=O)C3CCC3)cc2)CC1 | 2%
CC(=O)c1cn(Cc2ccccc2)c(=O)n(Cc2ccc(F)cc2)c1=O | -3%
Cn1c(=O)[nH]c(=O)c2c1nc(N/N=C/c1cccnc1)n2Cc1ccc(Cl)cc1 | -9%[57.5 µM]
Cc1cc2nc(/C(C#N)=C/c3ccncc3)[nH]c2cc1C | ?
S=C1NCCNC(=S)NCCOCCN1 | -7%
COc1ccc(Oc2ncc3nc(-c4cc(F)cc(F)c4)c(=O)n(CCC#N)c3n2)cc1 | -13%
NNC(=O)c1cccc(S(=O)(=O)Nc2cc(Cl)ccc2Cl)c1 | 23%[57.5 µM]
c1ccc(CNc2nc(-c3cccnc3)cs2)cc1 | 1%

# More records.
Molecule | ERK EGF block
COc1ccc(CCC(=O)OCC(=O)Nc2ccccc2OC(F)F)cc1OC | -8%
COC(=O)c1ccccc1NC(=O)CSc1nccc(C)n1 | 7%
COc1ccc(CCNCC(O)COc2cccc(Br)c2)cc1OC (stereo not given) | -4%[57.5 µM]
Cc1cc(-c2nnc(CCC(=O)N3CCN(Cc4cccc(F)c4)CC3)o2)c(C)o1 | -15%
CCOC(=O)c1ccc(Oc2cc(C)nc(Cl)n2)cc1 | -4%[57.5 µM]
O=[N+]([O-])c1cc(-c2cnc3ccccc3n2)ccc1Cl | -1%
Cc1ccc(N2C(=O)C(CC(=O)Nc3cccc(F)c3)N(CCc3ccncc3)C2=O)cc1 (stereo not given) | 1%
COc1cc(C(=O)NCC(=O)N/N=C/c2c(C)[nH]c3ccccc23)cc(OC)c1OC | -1%[57.5 µM]

# The results go on.
Molecule | ERK EGF block
CCOC(=O)C1=C(CC)Nc2ccccc2N=C1NC(=O)CCN1C(=O)C2CCCCC2C1=O (stereo not given) | 11%
Cc1ccc(S(=O)(=O)NCCCCC(NC(=O)OC(C)(C)C)C(=O)O)cc1 (stereo not given) (tested in a mixture with another compound) | 10%
CC(CNC(=O)c1ccc2c(c1)OCO2)c1ccc([N+](=O)[O-])cc1 (stereo not given) | 3%
COc1cc(NC(=O)c2cccc(F)c2)cc(OC)c1OC | -8%
[O-][n+]1c2c(nc3c1-c1ccccc1C3O)CCCC2 (stereo not given) | 3%
CCOC(=O)N1N=C(C)CC1(O)c1ccccc1 (stereo not given) | 1%
C=CCn1cc(C(=O)c2cc(Br)ccc2O)cc(C#N)c1=O | -14%[57.5 µM]
O=C(NCCCn1ccnc1)/C(=C\c1ccco1)NC(=O)c1ccco1 | -3%

# (list continues)
Molecule | ERK EGF block
COc1ccc(NC(=O)Nc2cccs2)cc1Cl | -3%[57.5 µM]
NC(=O)c1ccc(/C=N/O)nc1 | 4%
Cc1ccc(/C=C(\CCC(=O)O)c2nc3ccccc3s2)cc1[N+](=O)[O-] | 0%
CON | 12%
CCn1ccnc1CC1COc2ccccc2O1 (stereo not given) | 14%
CCOC(=O)C(=CNc1ccc(-c2ccco2)c(Cl)c1)C(=O)OCC | -8%[57.5 µM]
CCOC(=O)C1=c2s/c(=C\c3ccncc3)c(=O)n2C(N)=C(C(=O)OC)C1c1ccncc1 (stereo not given) | ?
O=C(COC(=O)CCc1c[nH]c2ccccc12)NC(c1ccccc1)c1ccccc1 | 6%

# Some of these compounds in order of the ERK EGF block value, descending:
compound	ERK EGF block
CCn1ccnc1CC1COc2ccccc2O1 (stereo not given)	14%
CON	12%
O=C(COC(=O)CCc1c[nH]c2ccccc12)NC(c1ccccc1)c1ccccc1	6%
NC(=O)c1ccc(/C=N/O)nc1	4%
Cc1ccc(/C=C(\CCC(=O)O)c2nc3ccccc3s2)cc1[N+](=O)[O-]	0%

# The list goes on:
Molecule | ERK EGF block
CCC(C)NC(=O)Cc1ccc(-c2ccccc2)cc1 (stereo not given) | -7%
O=C(Nc1ccc2cn[nH]c2c1)c1ccc(S(=O)(=O)N2CCOCC2)cc1 | -1%
Cc1cc(C)c(NC(=O)C(C)OC(=O)c2cc(Br)c(Br)s2)c(C)c1 (stereo not given) | -3%
CC(=O)OCCN(C)c1cc(SC(C)C)c2nonc2c1[N+](=O)[O-] | -8%
CCn1cc(/C=C/C(=O)Nc2ccn(Cc3c(F)c(F)c(F)c(F)c3F)n2)cn1 | -1%
CC(C)(C)NC(=O)C(c1ccncc1)N(C(=O)Cn1nnc(-c2ccc(F)cc2)n1)c1ccccc1F (stereo not given) | 20%
COc1ccc(NC2=Nc3cccc4cccc2c34)cc1 | ?
O=C(Nc1ccccc1C(=O)N/N=C/c1ccncc1)c1ccccc1 | -7%

# (next part)
Molecule | ERK EGF block
COc1cc(OC)c(-c2nnc3n(CCc4ccccc4)c(=O)c4ccccc4n23)cc1OC | 11%
O=C(CCCN1C(=O)/C(=C/c2ccccc2Cl)SC1=S)NNC(=O)c1ccccc1Cl | 0%
S=C(c1ccc2c(c1)OCO2)N1CCOCC1 | 6%[57.5 µM]
CCc1ccc(CNC(=O)CCc2nnc(CCc3ccc(OC)cc3)o2)nc1 | -8%
O=C(CN1CCCCC1CO)c1ccc(OC(F)F)cc1 (stereo not given) | -3%
CCN(c1ccccc1)S(=O)(=O)c1ccc(Cl)c(NC(=O)COC(=O)C2CC2C)c1 (stereo not given) | 13%
Cc1ccc2nsnc2c1S(=O)(=O)NCc1ccncc1 | 2%
O=C(Cn1c(-c2ccccc2)noc1=O)N1CCC(Cc2ccccc2)CC1 | -4%

# Additional entries.
Molecule | ERK EGF block
C/C(=N/O)c1ccc(N2C(=O)C3C4C=CC(C3C2=O)C2C3C(=O)N(c5ccc(/C(C)=N/O)cc5)C(=O)C3C42)cc1 (stereo not given) | -3%
Cc1ccc2nc(-c3ccc(NS(=O)(=O)c4ccccc4)cc3)sc2c1 | 4%
C#CCCCCCCCCCCCCCCCC(=O)O | -11%&-7%
COC(=O)COc1ccc(S(=O)(=O)Nc2ccccc2SC)cc1 | -2%
CC1CC(C)CN(C(=O)C(Cc2ccccc2)n2cccc2)C1 (stereo not given) | 2%[57.5 µM]
O=S(=O)(c1cccs1)N1CCN(c2ccnc3cc(Cl)ccc23)CC1 | -9%[57.5 µM]
O=Cc1cn(Cc2ccccc2)nc1-c1cccnc1 | -8%
Cc1cc2ncn(CC3CC3(Cl)Cl)c2cc1C (stereo not given) | 7%

# (further entries)
Molecule | ERK EGF block
COc1ccccc1NC(=O)N1CCN(Cc2ccc3c(c2)OCO3)CC1 | 7%[57.5 µM]
CCOc1ccc(NC(=S)NCc2cccnc2)cc1 | -1%[57.5 µM]
Cc1cc(C)cc(OCC(=O)OC/C(O)=C(\C#N)c2nc3ccccc3[nH]2)c1 | -2%
Cc1ccc(C(CC(=O)c2ccc(Cl)cc2)C(=O)O)cc1 (stereo not given) | 0%
O=c1cc(-c2ccccc2Cl)oc2c(NS(=O)(=O)c3cccc4nsnc34)ccc(O)c12 | 0%[57.5 µM]
Cc1cccc(NC(=O)c2nc[nH]c2C(=O)N[C@@H](C)C(=O)OC(C)(C)C)c1 | -17%[57.5 µM]
O=C(NCc1ccco1)C(=O)c1cn(CC(=O)N2CCCC2)c2ccccc12 | 8%
Cc1cc(=O)n(-c2ccccc2Cl)[nH]1 | 10%

# (next part)
Molecule | ERK EGF block
CC(C)(C)C1CCC2(CC1)NC(=S)N(c1ccccc1)N2 (stereo not given) | 1%
C=CCSc1cc(C)nc2c(-c3ccccc3)c(C)nn12 | -7%[57.5 µM]
O=[N+]([O-])c1ccc(-c2nn(-c3ccccc3)cc2/C=N/n2c(-c3cccs3)n[nH]c2=S)cc1 | -5%[57.5 µM]
CSc1nc(=O)n2cc(C)ccc2n1 | 6%
C/C(=N\NC=O)c1ccncc1 | 5%
CC(=O)[C@]1(O)Cc2c(O)c3c(c(O)c2[C@@H](O[C@H]2C[C@H](N)[C@H](O)[C@H](C)O2)C1)C(=O)c1ccccc1C3=O | ?
O=C(Nc1ccc2[nH]c(=O)[nH]c2c1)C(F)(F)F | 0%
C/C(=N\NC(=O)c1ccc(Cn2cc(Br)cn2)o1)c1cccc(NC(=O)C(C)C)c1 | 1%

# (further entries)
Molecule | ERK EGF block
COc1ccc(Cc2nnc(N/N=C/c3ccccc3O)[nH]c2=O)cc1OC | 1%
COc1ccc(S(=O)(=O)NCC2CCCN(CC(C)(C)C)C2)cc1 (stereo not given) | -4%
Cc1cc(C(=O)N(NC(=O)C(C)C)c2ccccc2)cs1 | 2%
O=c1[nH]c(SCc2ccccc2)nc2[nH]ncc12 | 6%
O=C(Nc1nnc(-c2ccc3c(c2)CCCC3)o1)c1c(F)cccc1F | 8%
COc1cc(OC)cc(-c2nc(-c3ccccc3OC)no2)c1 | -2%
Cc1cc(C)cc(NC(=O)N2CCCN(c3c(Cl)cncc3Cl)CC2)c1 | 2%[57.5 µM]
O=C(O)c1cc(-c2ccccc2)nc2nc(N3CCCCC3)sc12 | -2%

# Reformatted with the structure last: three of the compounds above
ERK EGF block | SMILES
-11%&-7% | C#CCCCCCCCCCCCCCCCC(=O)O
-9%[57.5 µM] | O=S(=O)(c1cccs1)N1CCN(c2ccnc3cc(Cl)ccc23)CC1
-7% | CCC(C)NC(=O)Cc1ccc(-c2ccccc2)cc1 (stereo not given)

# Following part.
Molecule | ERK EGF block
Cc1nc2cc(NS(=O)(=O)c3c(C)c(C)cc(C)c3C)ccc2s1 | 5%
COC(=O)c1cc(OC)nc(OC)c1 | 9%[57.5 µM]
O=C(C[n+]1ccc(-c2nnc3n2CCC3)cc1)c1ccc(Cl)cc1 | -4%
O=C1CCC(CCC(=O)N2CCCC(C(=O)c3cccc(C(F)(F)F)c3)C2)=NN1 (stereo not given) | -2%
CC(NC(=O)Nc1ccc(Cl)c(Cl)c1)C(c1ccccc1)N1CCOCC1 (stereo not given) | 5%
COc1ccc(S(=O)(=O)NCC(=O)O)cc1C(=O)NC1CCCCC1 | 5%
O=S(=O)(c1cnc(Cl)c(Cl)c1)N1CCN(c2ncccn2)CC1 | 0%[57.5 µM]
Cc1ccc([N+](=O)[O-])cc1S(=O)(=O)N1CCCCC1C(=O)O (stereo not given) | 8%

# Next records follow.
Molecule | ERK EGF block
Cc1cccc(CSc2ncccc2C(=O)O)c1 | -8%
CCOC(=O)c1cnc2c(c(C)nn2C)c1Oc1cc(Cl)cc(Cl)c1 | 20%[57.5 µM]
N#C/C(=C\c1ccc(OCc2cccc(C(=O)O)c2)cc1)C(=O)NCc1ccco1 | 5%[57.5 µM]
COC(=O)N1CCC2(CCCN(c3ccncc3)C2)CC1 | -20%
c1ccc2c(Cc3c[nH]c4ccccc34)c[nH]c2c1 | 1%&9%
COc1ccccc1-c1c(C)nn2c(N3CCC(C)CC3)cc(C)nc12 | 0%[57.5 µM]
O=C1c2nccnc2C(=O)N1c1ccc(C(F)(F)F)cc1 | 1%
CCOc1ccc2nc(COC(=O)c3cccc([N+](=O)[O-])c3)c(C(C)=O)[n+]([O-])c2c1 | -7%[57.5 µM]

# (more compounds)
Molecule | ERK EGF block
OCCC1CN(Cc2ccon2)CCN1CCc1ccccc1 (stereo not given) | 1%
O=C(Nc1cc(Cl)ccc1Cl)c1noc2c1CCCC2 | -4%[57.5 µM]
COc1cccc2c1[C@@H]1CN(CCCCn3c(=O)[nH]c4c(sc5ncc(-c6ccccc6)nc54)c3=O)C[C@@H]1CO2 | 13%
CSc1nsc(N/N=C/c2ccccc2)c1C#N | -6%
CCc1ccc(C(=O)Cn2cnc3cc([N+](=O)[O-])ccc3c2=O)cc1 | -1%[57.5 µM]
Nc1ccc(SCc2nc3cccc4c3n2CCC4)cc1 | 22%[57.5 µM]
COc1ccc(Nc2c(-c3ccc(OC)cc3)nc3cnccn23)cc1 | 7%
Fc1cccc2sc(N3CCCC3)nc12 | -5%

# The list goes on.
Molecule | ERK EGF block
CN(C)S(=O)(=O)c1ccc(Cl)c(C(=O)Nc2nc3ccccc3[nH]2)c1 | 5%
CCCN1CNc2c(c(=O)[nH]c(=S)n2CCc2ccc(OC)c(OC)c2)C1 | -20%
C#CCOCCOCCOCCNc1nc(N2CCN(C(=O)[C@H]([C@@H](C)CC)n3cc([C@@H](N)CC(C)C)nn3)CC2)nc(N2CCN(C(=O)[C@H](CCCCN)n3cc([C@@H](N)C(C)CC)nn3)CC2)n1 (stereo not given in full) | -6%[57.5 µM]
CCOC(=O)C1(Cc2ccccc2C(F)(F)F)CCN(Cc2ccon2)CC1 | 0%[57.5 µM]
N#C/C(=C\c1ccco1)C(=O)NCc1ccccc1 | -3%
Cc1ccccc1NC(=O)C(c1ccccc1)C1CCCC1 (stereo not given) | 10%
CCCC(c1nnnn1C(C)(C)C)N1CCN(C(=O)c2ccco2)CC1 (stereo not given) | -8%
CC(C)CC(NC(=O)C1CCCN1C(=O)OC(C)(C)C)C(=O)NCC(N)=O (stereo not given) | 4%[57.5 µM]

# (next part)
Molecule | ERK EGF block
COc1ccc(NS(=O)(=O)c2cn(C)c(=O)n(C)c2=O)c(OC)c1 | -3%[57.5 µM]
Cc1nc(-c2ccccc2)sc1-c1ccn[nH]1 | 3%
COc1ccc(CNCCC2(C(C)C)CCOC(C)(C)C2)cc1 (stereo not given) | ?
CC(/C=C1\N=C(SCc2ccccc2)SC1=O)=C\c1ccccc1 | 5%
Cc1ccc(/C=C2/C(=O)N(c3ccccc3)C(=S)N2C)o1 | -2%
CCOc1ccc(/C=N/NC(=O)CN2CCCCCCC2)cc1 | 4%
Cc1cccc(-c2noc(-c3ccc4c(c3)OCO4)n2)c1 | 1%
COCCN1C(=O)N[C@H](c2cccc(C(F)(F)F)c2)C(C(=O)OC)=C1C | -7%&4%
O=C(CCCN1C(=O)/C(=C/c2cccs2)SC1=S)NNC(=O)c1ccc(F)cc1 | 2%

# High-throughput results as filed in PubChem BioAssay.
